# Screening results (PubChem)
# Tat transport = E. coli Tat export inhibitors, primary screen, MC4100, TorA-mCherry reporter, fluorescence, single point. inhibition, % at 10 µM. 0.036% of 340,000 active;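 active = mean replicate inhibition at least 50% and at least half of replicates individually reaching 50%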;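 note: exported cargo escapes ClpAP degradation while cytoplasmic cargo is degraded and loses fluorescence; 0% = median of neutral control wells and 100% = median of NaSCN control wells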
# Ecoli viability = E. coli V3065 growth inhibition, primary screen, counter-screen for AddAB inhibitor project, absorbance, OD600. 18 h. inhibition, % at 11.9 µM. 0.27% of 330,000 active. AID 449728, 2010;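 active = inhibition above the campaign's mean inhibition across all tested compounds plus 3 SD, cut at about 9.9% in these data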;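 note: uninfected addAB+ strain grown without phage in ampicillin broth; 0% = DMSO wells and 100% = ciprofloxacin 0.95 µg/ml wells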
# Wnt bcat act = Wnt/beta-catenin pathway activators, primary screen, cell-based, plate reader, single point; Wnt/beta-catenin reporter cell assay, activator; activation, % at 9.35 µM; 1.2% of 300,000 active; AID 743398, 2014; in the data active = activation above about 30%, passing the limit was not always enough;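 note: 0% = neutral control wells and 100% = positive control wells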
# AddAB inh = growth inhibition of E. coli expressing H. pylori AddAB, primary screen, AddAB inhibitor project, absorbance. 0.29% of 330,000 active. inhibition, % at 11.9 µM; in the data active = inhibition above about 12%;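 note: 0% = vehicle wells of infected cells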
# phage Ecoli inh = growth loss of phage-infected E. coli, primary screen, RecBCD inhibitor project, absorbance, with phage, HTS; inhibition, % at 11.9 µM; 0.26% of 360,000 active; AID 651602, 2012; in the data active = inhibition above about 11%
# CAL PDZ inh = CAL PDZ peptide-binding inhibitors, primary screen, biochemical, fluorescence polarization, Cer-tagged CAL PDZ, HTS; purified CAL PDZ, TMR-peptide fluorescence polarization, 1 h; inhibition, % at 20 µM; 0.02% of 330,000 active;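 active = highest replicate inhibition of at least 40%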;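 note: plate controls were DMSO neutral control wells for no effect and unlabeled competitor peptide control wells for full effect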
#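 Material – purified CerCALP PDZ construct · Detection – FP readout, S and P plane fluorescence · Measure – percent inhibition from loss of millipolarization · Controls – unlabelled peptide for full inhibition, DMSO wells as neutral · Probe or stimulus – TMR-labelled reporter peptide T*-PRC34 bound in PDZ groove · Times – 1 h at RT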
# DAGLB inhibitor = DAGLB lipase inhibitors, primary screen, biochemical, fluorescence, HTS; Diacylglycerol lipase-beta (Homo sapiens), Q8NCG7; HEK293T DAGLB membrane lysate, EnzChek fluorogenic substrate; inhibition, % at 5.17 µM; 0.059% of 340,000 active; AID 504411, 2011; in the data active = inhibition above about 34%;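 note: 0% = enzyme with vehicle and 100% = wells lacking enzyme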
# Target sequence (Q8NCG7 whole entry, looked up): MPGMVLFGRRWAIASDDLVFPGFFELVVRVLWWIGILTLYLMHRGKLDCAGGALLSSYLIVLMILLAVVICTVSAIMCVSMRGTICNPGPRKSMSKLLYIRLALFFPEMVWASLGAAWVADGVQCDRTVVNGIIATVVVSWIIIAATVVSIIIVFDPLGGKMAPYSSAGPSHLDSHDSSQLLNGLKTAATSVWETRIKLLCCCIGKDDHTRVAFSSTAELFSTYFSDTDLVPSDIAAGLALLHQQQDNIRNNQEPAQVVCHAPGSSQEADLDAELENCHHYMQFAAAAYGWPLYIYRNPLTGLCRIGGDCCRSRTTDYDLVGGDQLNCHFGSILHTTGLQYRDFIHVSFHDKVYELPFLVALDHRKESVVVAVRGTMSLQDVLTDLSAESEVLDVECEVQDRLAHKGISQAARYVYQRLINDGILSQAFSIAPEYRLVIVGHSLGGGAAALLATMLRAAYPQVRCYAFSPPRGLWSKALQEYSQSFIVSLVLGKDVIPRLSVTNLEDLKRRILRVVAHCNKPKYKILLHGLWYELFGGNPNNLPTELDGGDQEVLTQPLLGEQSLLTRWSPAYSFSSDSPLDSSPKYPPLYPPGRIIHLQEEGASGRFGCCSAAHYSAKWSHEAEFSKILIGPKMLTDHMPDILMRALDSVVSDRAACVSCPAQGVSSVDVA
# PvdQ inh = P. aeruginosa PvdQ acylase inhibitors, primary screen, biochemical, fluorescence, plate reader and imaging, single point; 0.063% of 340,000 active; AID 488965, 2010; purified PvdQ acylase; inhibition, % at 10 µM; PvdQ acylase [Pseudomonas aeruginosa LESB58]; in the data active = inhibition above about 30%, passing the limit was not always enough;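 note: 0% = vehicle neutral wells and 100% = reference inhibitor wells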
# Rtt109 HAT inh = inhibitors of C. albicans Rtt109/Vps75 HAT, primary screen, biochemical, ThioGlo CoA-SH fluorescence, plate reader | purified Rtt109/Vps75, 4 h | inhibition, % at 34.9 µM | 0.16% of 330,000 active | AID 540336, 2011;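 active = inhibition of at least 50% in every replicate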
# Target sequence (Q5AAJ8 whole entry, looked up): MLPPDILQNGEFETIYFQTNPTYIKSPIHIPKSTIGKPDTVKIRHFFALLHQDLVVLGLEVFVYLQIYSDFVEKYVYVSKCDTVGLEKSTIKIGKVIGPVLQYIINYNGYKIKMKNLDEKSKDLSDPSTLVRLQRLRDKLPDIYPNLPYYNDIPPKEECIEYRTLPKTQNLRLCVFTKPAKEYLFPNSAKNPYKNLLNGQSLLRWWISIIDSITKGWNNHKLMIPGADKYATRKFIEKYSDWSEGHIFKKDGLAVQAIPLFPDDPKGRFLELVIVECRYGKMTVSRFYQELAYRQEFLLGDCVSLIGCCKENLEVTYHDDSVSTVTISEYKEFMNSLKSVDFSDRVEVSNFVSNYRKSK
# PfHsp90 yeast 2 = growth inhibition of PfHsp90-expressing yeast, primary screen, antimalarial PfHsp90 inhibitor project, S. cerevisiae, BacTiter-Glo luminescence, single point, set 2 | BacTiter-Glo ATP, 48 h; yeast lacking PDR1 and PDR3 efflux regulators | inhibition, % at 9.4 µM | 0.32% of 310,000 active;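 active = every replicate shows inhibition above about 80%, whatever the replicate mean, limit read from the data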;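 note: 0% = DMSO neutral controls and 100% = 20 µM radicicol positive controls; yeast relying on Plasmodium falciparum Hsp90 in place of its own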
# The depositor's hits bear a star; x = no result given.
SMILES,Tat transport,Ecoli viability,Wnt bcat act,AddAB inh,phage Ecoli inh,CAL PDZ inh,DAGLB inhibitor,PvdQ inh,Rtt109 HAT inh,PfHsp90 yeast 2
Cc1ccccc1Cn1nc(C)c(NC(=O)c2cc3n(n2)C(C(F)F)CC(C(F)F)N3)c1C (stereo unspecified),3,-2.0,x,1.1,2.1,1.0,0,2,-8,x
CCN(C(=O)CSc1cc(-c2ccccc2)c2ccc(OC)cc2n1)C1CCS(=O)(=O)C1 (stereo unspecified),16,-1.1,-1,1.3,1.4,-4.2,-4,-12,-5,11
N#Cc1ccc(C(=O)Nc2cc(S(=O)(=O)N3CCOCC3)ccc2N2CCCC2)cc1,0,-0.6,-4,1.7,1.2,-0.3,0,3,6,15
O=C(O)C1C2C=CC(C2)C1C(=O)NCc1ccco1 (stereo unspecified),0,-0.4,-1,-1.5,4.7,-0.3,2,-7,-10,-9
O=C(C1CCN(S(=O)(=O)c2ccc(Br)s2)CC1)N1CCc2ccccc21,-17,1.3,x,6.1,x,-0.3,-9,12,-1,-20
O=C(NC(=S)N1CCCCC1CO)c1cccs1 (stereo unspecified),-7,1.5,-2,0.2,-2.4,0.4,2,16,1,x
CC(C)CCc1c(O)nc(SCC(C)C)[nH]c1=O,-4,-0.3,4,2.6,1.2,-0.3,2,4,-13,-17
COc1ccc(-c2nc3ccc(C(=O)NCC(OC)OC)cc3nc2-c2ccc(OC)c(OC)c2)cc1OC,6,-1.7,1,0.5,1.9,-1.9,2,-12,7,-7
CCC(=O)NCCc1c[nH]c2ccccc12,-6,1.3,-2,2.1,1.9,0.3,1,0,-7,-28
CC1=C(C(=O)Nc2ccc(Cl)cc2)C(c2ccncc2)C(C#N)=C(SCC(N)=O)N1 (stereo unspecified),3,0.7,-2,3.3,-0.7,-3.4,1,-2,-2,-14
CCOc1ccc(CNC(=O)C2CCN(S(=O)(=O)CC)CC2)cc1OC,-6,0.9,x,-0.1,2.0,0.2,-1,-12,-1,19
CNc1oc(C)nc1S(=O)(=O)c1ccc(C)cc1,5,0.6,x,1.5,3.2,-0.4,-2,5,-9,-16
CC(C)NC(=O)c1cc(-c2ccco2)nn1-c1ccc(Cl)cc1,-3,1.5,x,4.0,2.6,-0.8,0,-14,-5,-12
COc1cc(OC)cc(-c2c(C#Cc3ccsc3)c3cc(-c4ccc(C(N)=O)cc4)ccc3n2C)c1,0,-1.7,-6,0.2,2.6,0.1,3,0,-3,-3
COC(=O)c1c(C)nn(-c2ccc(OC(F)(F)F)cc2)c1-c1snnc1C,x,2.8,3,1.4,3.9,x,x,x,x,x
COc1ccc(OC2C(=O)N(c3cc(C)ccc3C)C2c2ccc(OC)c(OC)c2)cc1 (stereo unspecified),11,0.8,x,0.2,-1.2,-0.1,-3,-3,-2,12
O=C(Nc1ccc(F)cc1)c1nn(-c2ccccc2)c(=O)cc1Cl,6,x,-6,x,2.1,0.5,3,2,43,26
COc1ccc(CCn2nnnc2CN2CCN(C(=O)c3ccco3)CC2)cc1OC,-4,-0.7,-2,3.9,3.8,-0.4,2,-15,6,20
CCOc1ccc(N2C(=O)CC(Sc3n[nH]c(-c4ccccc4)n3)C2=O)cc1 (stereo unspecified),-10,-2.2,-8,0.4,3.0,-4.0,1,-5,-1,31
COc1ccccc1N1C(=O)C2C3C=CC(C3)C2C1=O (stereo unspecified),-9,3.6,x,2.2,2.3,-0.9,-1,-5,10,4
COc1ccc(C2Nc3ccccc3C(=O)N2Cc2ccccc2)cc1 (stereo unspecified),3,-1.9,-1,-2.2,0.2,-0.2,-2,-6,13,-4
CN(c1ccc(C(=O)N2CCN(Cc3ccc4c(c3)OCO4)CC2)cc1)S(=O)(=O)c1ccccc1,10,1.2,-9,2.8,1.6,-1.7,1,-6,1,3
CCCc1[nH]nc2c1C(c1ccsc1)C(C#N)=C(N)O2 (stereo unspecified),-5,-1.1,-7,0.2,1.2,-3.1,0,-16,-1,-31
Cc1c(C=O)c(Cl)n(C)c(=O)c1C#N,-6,-0.5,-1,0.8,0.9,-1.1,3,-13,1,-43
CCOc1cc(/C=C(\C#N)C(=O)NCC2CCCO2)ccc1O (stereo unspecified),1,0.8,x,0.2,0.9,0.5,1,-11,1,-23
Cc1cc(C)cc(N2C(=O)CSC2c2cccs2)c1 (stereo unspecified),0,3.3,x,1.6,-1.3,x,1,-10,4,11
Cc1ccc(/C=c2\sc3nc(-c4cccnc4)nn3c2=O)cc1,-2,-3.2,x,0.2,2.2,-0.2,3,2,4,5
O=C(CCS(=O)(=O)c1cc2c(cc1Cl)NC(=O)CO2)NCCc1ccccc1,-7,-1.1,-1,1.5,2.6,-0.2,1,-5,-2,3
O=C(Cc1ccccc1)Nn1cnc2ccccc21,-1,0.2,x,-0.6,1.0,-2.6,-1,-12,-6,8
CC1CC(C)CN(c2cc(=O)n(Cc3ccc(F)cc3)c(=O)[nH]2)C1 (stereo unspecified),6,0.4,-2,2.2,3.0,0.5,2,-1,-9,5
O=C(Nc1cccc([N+](=O)[O-])c1)c1ccc2c(c1)OCCO2,1,-0.6,47*,0.3,3.0,-1.1,0,9,-3,17
CCN(CC)CCN(C(=O)CCS(=O)(=O)c1ccccc1)c1nc2c(C)cc(C)cc2s1,2,-0.2,-2,-0.9,1.8,1.6,-1,-11,17,-2
CCOC(=O)C1CCN(Cc2cc(=O)oc3cc(C)c(Cl)cc23)CC1,-12,0.8,-4,2.0,1.3,-1.9,-4,-9,-2,5
COc1ccc(C(=O)CC(=O)C(=O)NCCc2cccc(C)c2)cc1,5,-1.6,x,0.9,1.2,1.0,4,-12,1,7
CC1=Nc2cccc3cccc(c23)N1C,-7,-0.5,-2,4.2,4.3,-1.2,2,10,-5,5
Cc1nc(C)c(C(=O)N(c2ccc(C)c(C)c2)C(C(=O)NCc2ccco2)c2ccccc2)s1 (stereo unspecified),-7,-1.7,0,0.9,0.5,-3.2,-1,15,13,-10
O=C(CCNC(=O)c1ccc([N+](=O)[O-])cc1)NCc1cccs1,5,-0.7,-6,0.9,1.9,-2.3,2,-7,4,x
COc1ccc(CCNC(=O)c2c(O)c3cccc4c3n(c2=O)CC4)cc1,-2,2.0,x,1.8,1.3,-0.6,2,-5,-1,6
Cc1cccc(-n2nnnc2SCC(=O)NCC2(N3CCOCC3)CCCCC2)c1C,-8,-1.6,-2,0.2,3.5,0.0,-1,-15,-2,30
Cc1ccc(NS(=O)(=O)c2cc(C(=O)OCC(=O)NCC3CCCO3)ccc2C)cc1 (stereo unspecified),-6,-1.0,-3,-4.5,0.9,0.0,-1,-11,-5,-13
O=C(O)C1CCN(C(=O)c2scc3c2OCCO3)CC1,-2,1.7,3,1.6,2.4,-4.1,1,-12,x,x
COc1ccccc1NC(=O)CSc1nnc(CNC(=O)c2ccco2)n1C,-10,-2.1,-1,0.3,-3.5,-0.5,-1,9,8,10
COn1cnnc1-c1ccccc1,5,-0.6,x,3.4,1.1,-0.3,-3,5,0,-22
CCOc1ccccc1NC(=O)CCN1CCN(S(=O)(=O)c2ccc(OC)cc2)CC1,-7,-0.4,-2,-0.1,0.6,-4.5,-7,-11,-4,0
O=C(Nc1ccccc1N1CCCCC1)c1cccc([N+](=O)[O-])c1,12,1.9,0,0.5,0.9,0.4,-12,7,-3,1
COc1ccc(NC(=O)c2cnn(-c3ccccc3)c2C)cc1,1,0.4,20,1.7,-0.1,-1.0,-3,-25,-5,7
O=C(CNC(=O)C(c1ccccc1)c1ccccc1)OCC(=O)c1cccs1,0,0.7,-2,-1.5,4.5,-0.2,-1,9,13,-6
C/C(=N\NC(=O)c1cccnc1)c1ccc(C)c([N+](=O)[O-])c1,3,2.9,-3,-0.3,1.9,-0.3,2,-6,-8,-33
CCCC[C@H](CN(N=O)[C@@H](Cc1ccccc1)CN(C)N=O)N(CCc1ccccc1)N=O,8,1.4,0,2.1,1.9,-0.3,-14,-11,6,-3
CCCCNc1nc(NC)nc(Cl)c1SC,4,0.0,-1,1.7,2.7,-2.3,-1,-18,3,-5
COC(=O)c1ccc(CS(=O)(=O)c2ccc(C)cc2)o1,-4,0.0,2,-0.3,-0.4,1.0,-1,3,14,0
COc1ccc(/C(N)=C/C(=O)C(C)(C)C)cc1,6,-2.1,x,1.3,-1.7,-3.0,1,5,x,-8
O=C(O)C1=C[C@H](c2ccc(C(F)(F)F)cc2)C[C@H](OCc2ccc(CO)cc2)O1,-5,2.2,-1,2.4,-0.4,-0.1,4,-2,7,-17
C=CCn1c(SCC(=O)NC2CCCCC2)nc2ccccc2c1=O,9,0.9,-1,2.0,0.5,-1.1,-3,-7,0,-4
Cc1cc(C)c(C)c(S(=O)(=O)N2CCN(c3ccc(O)cc3)CC2)c1C,3,0.2,1,1.9,4.3,0.3,2,-11,19,-41
Cc1ccc(N2CC(C(=O)Nc3cccc(F)c3)CC2=O)cc1 (stereo unspecified),-7,-0.1,0,1.3,4.1,-2.9,-2,-10,10,-4
CCOc1ccc(N2C(=O)CC(N(CCc3ccc(OC)cc3)C(=O)c3cccc(F)c3)C2=O)cc1 (stereo unspecified),-5,1.2,0,1.7,0.2,-0.4,-3,-15,-5,-81
Cc1cc(Nc2cccc([N+](=O)[O-])c2)c2ccccc2n1,10,-0.3,-3,1.9,2.2,-1.2,1,-8,-6,-4
CCCCNC(=O)C(CC)Sc1nc2sc(C(=O)OC)c(C)c2c(=O)n1N (stereo unspecified),2,-3.2,x,1.0,2.0,-1.4,3,-3,-19,-16
COc1ccc(OCc2cc(/C=N\NC(=O)c3ccccc3)ccc2OC)cc1,0,-0.4,-7,-1.9,3.1,-1.9,-3,-14,-7,-5
O=C(COc1cccnc1[N+](=O)[O-])NCc1ccccc1,4,1.9,2,2.1,0.9,-0.1,-2,1,11,62
CCOC(=O)CCc1c(C)c(C#N)c2nc3ccccc3n2c1-n1ccnc1,0,1.8,x,2.7,3.1,x,0,-21,0,7

# Part of the list above, with tabs:
smiles	Tat transport	Ecoli viability	Wnt bcat act	AddAB inh	phage Ecoli inh	CAL PDZ inh	DAGLB inhibitor	PvdQ inh	Rtt109 HAT inh	PfHsp90 yeast 2
O=C(O)C1CCN(C(=O)c2scc3c2OCCO3)CC1	-2	1.7	3	1.6	2.4	-4.1	1	-12	x	x
COc1ccccc1NC(=O)CSc1nnc(CNC(=O)c2ccco2)n1C	-10	-2.1	-1	0.3	-3.5	-0.5	-1	9	8	10
COn1cnnc1-c1ccccc1	5	-0.6	x	3.4	1.1	-0.3	-3	5	0	-22
CCOc1ccccc1NC(=O)CCN1CCN(S(=O)(=O)c2ccc(OC)cc2)CC1	-7	-0.4	-2	-0.1	0.6	-4.5	-7	-11	-4	0
